# FECH inh: inhibitors of human ferrochelatase, primary screen, biochemical, purified FECH, Ni-mesoporphyrin absorbance; Ferrochelatase, mitochondrial (Homo sapiens), P22830; Ni-mesoporphyrin absorbance 550 nm; calls only at 10 µM (by protocol); actives 3.3% (n = 20,000); AID 1671448, 2021;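 active = enzyme reaction rate more than 3 SD below the solvent-only control wells on the same plate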;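 also: lower slope than DMSO wells means FECH inhibition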
# Target sequence (P22830 whole entry, looked up): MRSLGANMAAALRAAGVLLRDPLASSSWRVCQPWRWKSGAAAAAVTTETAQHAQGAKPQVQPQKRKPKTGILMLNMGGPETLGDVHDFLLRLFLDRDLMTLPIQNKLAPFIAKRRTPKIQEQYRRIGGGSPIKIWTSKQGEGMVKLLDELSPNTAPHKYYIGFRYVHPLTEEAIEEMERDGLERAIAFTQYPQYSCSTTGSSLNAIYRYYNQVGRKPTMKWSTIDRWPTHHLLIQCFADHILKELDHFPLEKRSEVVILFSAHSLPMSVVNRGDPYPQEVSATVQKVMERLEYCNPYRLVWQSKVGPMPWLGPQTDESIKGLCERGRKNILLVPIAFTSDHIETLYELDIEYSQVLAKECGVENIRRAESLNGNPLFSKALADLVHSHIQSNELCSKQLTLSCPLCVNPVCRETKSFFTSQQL
# Calls only; i = inactive; + = active, no number. An excerpt; the hit share may differ from the screen's.
SMILES,FECH inh
CC(NC(=O)Cc1nn[nH]n1)C1=CCCCC1 (stereo not given),i
COc1ccc(Cn2c(CNC(=O)Cc3ccc(F)cc3)nc3cccnc32)cc1,i
COc1cccc(NC(=O)CN2C(=O)CCc3cc(S(=O)(=O)N4CCCC4)ccc32)c1,i
O=C(NC1CCOCC1)C1CCCN(C2CCN(Cc3cccnc3)CC2)C1 (stereo not given),i
Cc1cc(NC(=O)c2ccc(C)c(C)c2)n(-c2ncnc3c2cnn3-c2cccc(C)c2C)n1,i
COc1ccccc1-c1nc(Cn2c(=O)c3cnc(-c4cccnc4)nc3n(C)c2=O)c(C)o1,i
Cc1cc(F)ccc1C(=O)N(Cc1ccsc1)CC1CCCO1 (stereo not given),i
O=C(c1ccc(CSc2ncn[nH]2)o1)N1CCC(Oc2cccnc2)CC1,i
CCc1nc(C)c(C(=O)Nc2c(C)cnn2Cc2cccc(Cl)c2)o1,i
O=C1[C@@H]2C[C@H](O)CCN2C(=O)CN1CCc1ccccn1,i

# Next structures:
SMILES,FECH inh
O=C1C2CC=CCC2C(=O)N1c1nc2n(n1)C(c1ccc(Cl)cc1)C=C(c1ccc(Cl)cc1)N2 (stereo not given),i
CC(=O)c1[nH]c(C)c(C(=O)N2CCCN(c3ccncc3)CC2)c1C,i
COC(=O)CC1=CC(=O)N(CC(=O)NCc2ccccc2Cl)c2ccccc2N1,i
COc1ccc(C(=O)N2C[C@@H](O)[C@H](NC3CCC(O)CC3)C2)cc1 (stereo not given in full),i
CCOc1ccc(Nc2nc(NC3CCCC3)nc3c2cnn3-c2ccccc2)cc1,i
O=C(CCC(=O)N1CCN(CC2CCCO2)CC1)NC1CCCC1 (stereo not given),+
CC(C)c1cc(Nc2ccc(Br)cc2)n2nc(-c3cccnc3)nc2n1,i
O=C(CCC(=O)N1CCc2cc(S(=O)(=O)Nc3ccccc3)ccc21)N1CCCCCC1,i
COc1cccc(OCC(=O)Nc2cc(C)nn2-c2ncnc3c2cnn3-c2ccc(F)cc2)c1,i
COc1ccc(Nc2cc(C)nc(N3CCN(S(=O)(=O)c4ccc(F)cc4)CC3)n2)cc1,i

# (more compounds)
SMILES,FECH inh
O=C(CCC(=O)N1CCc2cc(S(=O)(=O)NC3CCCCCC3)ccc21)N1CCCCCC1,i
CCCOc1ccc(-c2c(NCc3ccccc3)oc3c2c(=O)n(C)c(=O)n3C)cc1,i
CC(=O)Nc1ccc(NC(=O)CN2C(=O)CN(C)C(=O)c3ccccc32)cc1,i
CCCCCN(c1nc2nc(C)cc(C)n2n1)S(=O)(=O)c1ccccc1,i
CCN(CC)S(=O)(=O)c1cc(-c2ccc(=O)[nH]n2)ccc1Cl,i
COc1cc(S(=O)(=O)N2CCN(c3nc(C)cc(N4CCOCC4)n3)CC2)c(C)cc1C,i
COc1cccc(Nc2nc(N3CCCC(C)C3)nc3c2cnn3-c2ccccc2)c1 (stereo not given),i
O=C(CN1CCN(Cc2ccccc2)S1(=O)=O)NCc1ccccc1,i
CC(=O)NCCNC(=O)c1nc[nH]c1C(=O)NCC(C)C,i
Cc1cc(C(=O)N2CCC3(CC2)C(=O)NCCN3C)n[nH]1,i

# Other structures:
SMILES,FECH inh
CNc1ccc(Cl)cc1C(=O)NCCn1c(C)cc(C)nc1=O,i
COc1ccc(C2C=C(c3ccccc3)Nc3nc(NS(=O)(=O)c4ccccc4)nn32)cc1 (stereo not given),i
Cn1ccn2ncc(C(=O)NCCc3ccccn3)c12,+
COc1ccc(Br)cc1C(=O)Nc1ccccc1Sc1c(C)c(C)nc2ncnn12,i
O=C(c1ccc2n[nH]nc2c1)N1CCC(c2[nH]ncc2Cc2ccccc2)CC1,i
Cc1cc(CNC(=O)C2CC(=O)Nc3ccc(F)cc32)c2[nH]c(C)c(C)c2c1 (stereo not given),i
CCc1nc(C)sc1CNC(=O)[C@H](N)CC(C)C,i
Cc1cccc(-c2noc(CN(C)Cc3ccccc3O)n2)c1,i
COc1cccc(Cn2c(CNS(=O)(=O)c3ccccc3)nc3cccnc32)c1,i
NS(=O)(=O)c1ccc(CCNC(=O)c2ccc3c(c2)NC(=O)c2ccccc2S3)cc1,i

# Next compounds follow.
SMILES,FECH inh
CC(C)(C)c1ccc(S(=O)(=O)NCCCn2c(C(F)(F)F)nc3cccnc32)cc1,i
CCCN(CC#Cc1ccccc1)C(=O)c1c(Cl)cnn1CC,i
CCCCCN(c1nc2nc(C)c(Cl)c(C)n2n1)S(=O)(=O)c1ccc(Cl)cc1,i
Cc1ncsc1CCC(=O)NCc1nncn1C1CCCCC1,i
CCOc1ccc(N(Cc2nc3nc(C)cc(C)n3n2)C(=O)Cc2ccc(Cl)cc2)cc1,i
COc1ccc(Nc2cc(C)nc(Nc3ccc(NC(=O)c4ccc(C(F)(F)F)cc4)cc3)n2)cc1,i
CCCc1c(C)nc2ncnn2c1Sc1ccccc1NC(=O)c1ccc(C)cc1,i
CCn1nc(C)c(C(=O)N2C[C@@H]3C4CCC(CC4)[C@@H]3C2)c1C,i
CCCNS(=O)(=O)c1ccc2c(c1)CCN2C(=O)CCC(=O)N1CCCCCC1,i
CCCc1nnc2sc(Cc3cc4c(cc3Cl)OCCO4)nn12,i

# Next records follow.
SMILES,FECH inh
CCSc1ncc(-c2nccn2Cc2ccc3c(c2)OCO3)cn1,i
CCCc1c(C)nc2nc(-c3ccco3)[nH]n2c1=O,i
C=C(C)COc1ccccc1C(=O)N1CCC(c2ccncc2)CC1,i
CNc1ncc(CN(C)C(=O)C(c2cccc(C)c2)N(C)C)cn1 (stereo not given),i
Cn1ccn2ncc(C(=O)N(Cc3ccc4c(c3)OCO4)C3CC3)c12,i
OCCc1ccccc1-n1ccnc1-c1cccc(F)c1F,i
COc1cccc(Nc2nc(N(C)CCO)nc3c2cnn3-c2ccccc2)c1,i
CCc1cn[nH]c1C1CCN(c2cc(C(C)C)nc(C(F)(F)F)n2)CC1,i
CCN1CCN(C(=O)c2[nH]cnc2C(=O)NCC(C)(C)C)CC1,i
CCC/C=C/c1ccc(NC2CC2)nn1,i

# The last 4 records of the part above open the next one.
SMILES,FECH inh
COc1cccc(Nc2nc(N(C)CCO)nc3c2cnn3-c2ccccc2)c1,i
CCc1cn[nH]c1C1CCN(c2cc(C(C)C)nc(C(F)(F)F)n2)CC1,i
CCN1CCN(C(=O)c2[nH]cnc2C(=O)NCC(C)(C)C)CC1,i
CCC/C=C/c1ccc(NC2CC2)nn1,i
Cn1nnc2cc(C(=O)N3CC[C@@H](c4ccc5c(c4)OCO5)[C@H](O)C3)ccc21,i
FC(F)(F)CCc1ccnc(NCC2CCOCC2)n1,i
Cc1nccc(-c2ccc(-c3ccc4c(c3)OCO4)cc2)c1-c1nn[nH]n1,i
COc1ccc(CN2CCCN(CC(=O)Nc3ccc(C)cc3Cl)S2(=O)=O)cc1,i
CCN(C/C(C)=C/c1ccco1)Cc1c(C)nn(CC)c1C,i
CCCN(CCC)c1ncc(NS(=O)(=O)c2cc(C)cc(C)c2)cc1C(=O)O,+
CCCc1nc(C(=O)N2Cc3cnc(-c4ccccc4)nc3C2)cs1,i
CC(C)CCNC(=O)c1nc[nH]c1C(=O)NCC1CC1,i
Cc1cc(CC(C)NC(=O)c2ccnc(C(C)C)n2)n[nH]1 (stereo not given),i
CC(C)Cc1ncc2c(n1)CN(c1nccc(N3CCC(O)CC3)n1)C2,i

# Other structures:
SMILES,FECH inh
COC(=O)c1ccc(NC(=O)C2CCN(c3ncnc4c3nc3n4CCCCC3)CC2)cc1,i
COc1ccc(Nc2nc(NCC(C)O)nc3c2cnn3-c2ccccc2)cc1 (stereo not given),+
O=C1C[C@H]2CC[C@@H](CN1)N2C(=O)CCc1cccnc1,i
Cc1ccccc1-c1ncc(CNCc2csc(-c3cnccn3)n2)s1,i
O=C(O)c1cc(NS(=O)(=O)c2ccc(Br)s2)cnc1N1CCCCCC1,i
O=C(O)c1cc(-n2cc(CCO)cn2)ccc1F,i
Cc1ccccc1CNc1ccnc(C(=O)NCCN2CCOCC2)c1,i
Cc1cc(C)cc(Nc2c(-c3ccc4c(c3)CCCC4)c(=O)c2=O)c1,i
CCN(CC)CCNC(=O)C1Cc2cc(S(=O)(=O)N3CCOCC3)ccc2N1C(C)=O (stereo not given),i
COc1ccc(N2C(=O)CCS2(=O)=O)cc1S(=O)(=O)NCc1ccc2c(c1)OCO2,i

# New compounds follow
SMILES,FECH inh
COc1ccc(N2C(=O)CCS2(=O)=O)cc1S(=O)(=O)Nc1ccc(C)cc1C,i
CC(C)CNS(=O)(=O)c1ccc(N2C(=O)CCS2(=O)=O)cc1,i
O=C(Cc1ccccc1)NCC(=O)N1CCC(c2nc(-c3ccccc3)no2)CC1,i
COc1ccc(NC(=O)C2CCN(c3ccc(-c4ccccc4)nn3)CC2)cc1OC,i
CCCCC(=O)Nc1cc(C)ccc1OCc1cc(=O)n2oc(C)cc2n1,i
O=C(NC1CCCCC1)c1nc[nH]c1C(=O)N1CCCC1,i
CCCc1nc(NCCc2c(C)n[nH]c2C)c2cnn(C)c2n1,i
Cc1cc(N2CCCC(n3cc(C(=O)NCCO)nn3)C2)c2ccccc2n1 (stereo not given),i
Cc1noc(C)c1S(=O)(=O)NCc1nc2cccnc2n1C1CCCCC1,i
NC(=O)c1cccc(CC2CCN(C(=O)CCc3cccc(F)c3)C2)c1 (stereo not given),i

# Molecules listed so far containing a tert-butyl group, in the order listed:
SMILES,FECH inh
CC(C)(C)c1ccc(S(=O)(=O)NCCCn2c(C(F)(F)F)nc3cccnc32)cc1,i
CCN1CCN(C(=O)c2[nH]cnc2C(=O)NCC(C)(C)C)CC1,i

# Following part
SMILES,FECH inh
O=S(=O)(c1cccc(Cl)c1)N1CCC(n2c(C(F)(F)F)nc3cccnc32)CC1,i
CC(=O)c1[nH]c(C)c(C(=O)N(C)Cc2cn[nH]c2-c2ccc(F)cc2)c1C,i
Cc1csc(NC(=O)CN2C(=O)CCc3cc(S(=O)(=O)N4CCCC4)ccc32)n1,i
O=C(O)CN1C(=O)C2CCCN2c2ccc(C(=O)N3CCOCC3)cc21 (stereo not given),i
Cc1cccn2cc(CNC(=O)c3cn(CC4CCCNC4)nn3)nc12 (stereo not given),i
Cc1cc(C)n(-c2cccc(CN3CCCN(C)C4(CCN(C)CC4)C3)c2)n1,i
O=c1[nH]nc(CCNc2ccccc2)n1C1CCCC1,i
Cc1ccc(C)c(S(=O)(=O)N2CCN(c3nc(C)cc(N4CCCC4)n3)CC2)c1,i
Cc1cc(N2CCCCC2)nc(N2CCN(S(=O)(=O)c3ccc(C)c(C)c3)CC2)n1,i
Cc1cc(C)n(CC(C)NCc2noc(C3CCCC3)n2)n1 (stereo not given),i

# Reprinted at random: 2 entries already listed
SMILES,FECH inh
O=c1[nH]nc(CCNc2ccccc2)n1C1CCCC1,i
O=C(O)CN1C(=O)C2CCCN2c2ccc(C(=O)N3CCOCC3)cc21 (stereo not given),i

# Following part.
SMILES,FECH inh
Cc1cn2cc(CNC(=O)CC3NC(=O)c4ccccc43)nc2s1 (stereo not given),i
c1cnc(NCc2cccnc2N2CCc3ccccc3C2)nc1,i
COc1ccc(-c2cc(C(=O)N3CCCC3)[nH]n2)cc1S(N)(=O)=O,i
Cc1cc(C)n(CCNC(=O)c2cc(C)nc3cc(F)ccc23)c(=O)n1,i
CN1C(=O)c2ccccc2Sc2cc(-c3noc(COc4ccc(F)cc4)n3)ccc21,i
CCC(=O)Nc1ccccc1-c1nnc(SCC(=O)Nc2cccc(C)c2C)[nH]c1=O,i
O=C(CC(c1ccccc1)c1ccco1)NCc1cnc2ccccn12 (stereo not given),i
Cc1cc(C)n(-c2cc(N3CCCCCC3)ncn2)n1,i
COc1nc(C)c(C(=O)NC(C)c2ccc(O)c(F)c2)s1 (stereo not given),i
Cc1cccc(CC(=O)Nc2cc(C)nn2-c2ncnc3c2cnn3-c2ccc(C)cc2C)c1,i

# (next part)
SMILES,FECH inh
CCc1cccc(NC(=O)CN2CCCN(Cc3ccccc3)S2(=O)=O)c1,i
CC(C)(C)C(Cn1ccnc1)NC(=O)C1(N)CC1 (stereo not given),i
Cc1nc(NC(=O)NCc2cc3ccccc3s2)nn1C,i
COc1cccc(Nc2nc(NC3CCCCCC3)nc3c2cnn3-c2ccccc2)c1,i
O=C(NCCn1c(-c2ccncc2)nc2cccnc21)Nc1cccc(Cl)c1,i
CC(C)Nc1ncc(CN2CCOC(CCc3ccccc3)C2)cn1 (stereo not given),i
C=C(C)COc1cccc(C(=O)NC(C)c2nncn2C)c1 (stereo not given),i
c1cncc(OCc2nc(C3CC3)nn2-c2ccc3c(c2)OCCO3)c1,i
Cc1ccc(S(=O)(=O)CC(=O)Nc2sc3c(c2-c2nc4ccccc4s2)CCN(C)C3)cc1,i
CCOc1ccccc1-c1nc(CSc2nc(-c3ccccc3)cc(=O)[nH]2)c(C)o1,i

# More compounds follow.
SMILES,FECH inh
Cc1cc(N2CCCN(C(=O)CSc3ncccn3)CC2)ccn1,i
COc1cccc(C(=O)N(Cc2nc3nc(C)cc(C)n3n2)c2ccc(Cl)cc2)c1,i
O=C(c1n[nH]c2c1CCCC2)N1CCCC(c2[nH]ncc2Cc2ccccc2)C1 (stereo not given),i
CCCC(=O)Nc1ccc(CC(=O)NCc2cnc(C)cn2)cc1,i
Cc1ccc(-c2ncc3c(=O)n(CCN(C)C)c(=O)n(C)c3n2)cc1,i
c1ccc(-n2cccc2CN(Cc2cccnc2)Cc2ccc3c(c2)OCO3)nc1,i
CCCCN(Cc1nc2nc(C)cc(C)n2n1)C(=O)c1cccc(Cl)c1,i
COc1ccccc1NC(=O)c1ccc(=O)n(Cc2ccc(F)cc2)c1,i
Cc1cc(NC(=O)c2cccc(CN3[C@@H]4CC[C@H]3CC(O)C4)c2)n(C)n1 (stereo not given in full),i
O=C(CCC(=O)N1CCc2cc(S(=O)(=O)Nc3ccc(F)cc3)ccc21)N1CCOCC1,i
NS(=O)(=O)c1ccc(NC(=O)C2COc3ccccc3C2)cc1 (stereo not given),i
